Screens: PubChem, several laboratories
MEKK3 PB1 HTS: MEKK3-MEK5 PB1 interaction, increase or decrease; Q99759; bead-based flow cytometry, Alexa488-MEK5 binding to MEKK3; actives lie on both sides; 0 = blocked by unlabeled MEK5, 100 = vehicle; binding response (% of control), % at 10 µM; actives 1.4% (n = 290,000); AID 1529;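 active means binding response more than 3 SD above or below the average of its plate-row segment, actives on both sides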;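 further: Alexa488 bead fluorescence after subtracting the streptavidin-only scavenger bead signal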
Target sequence (Q99759 whole entry, looked up): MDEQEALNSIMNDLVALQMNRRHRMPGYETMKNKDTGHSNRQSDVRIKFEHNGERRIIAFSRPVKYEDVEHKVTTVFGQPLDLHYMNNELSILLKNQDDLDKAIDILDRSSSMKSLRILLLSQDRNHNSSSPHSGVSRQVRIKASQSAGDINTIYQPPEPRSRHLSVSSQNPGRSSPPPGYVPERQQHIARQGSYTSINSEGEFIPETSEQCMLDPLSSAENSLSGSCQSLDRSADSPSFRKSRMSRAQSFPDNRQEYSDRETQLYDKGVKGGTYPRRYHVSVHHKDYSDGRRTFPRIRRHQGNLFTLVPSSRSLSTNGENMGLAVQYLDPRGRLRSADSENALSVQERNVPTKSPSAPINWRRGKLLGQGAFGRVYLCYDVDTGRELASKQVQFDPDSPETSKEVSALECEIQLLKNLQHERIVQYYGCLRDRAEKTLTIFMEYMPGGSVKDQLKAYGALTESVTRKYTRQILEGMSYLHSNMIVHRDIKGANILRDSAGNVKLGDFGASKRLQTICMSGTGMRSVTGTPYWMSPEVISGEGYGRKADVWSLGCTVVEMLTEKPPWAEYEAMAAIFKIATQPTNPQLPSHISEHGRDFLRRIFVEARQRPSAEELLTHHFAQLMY
PfM18AAP inh: blocks P. falciparum M18 aspartyl aminopeptidase; recombinant PfM18AAP, H-Glu-NHMec fluorogenic cleavage; actives 1.2% (n = 290,000); inhibition, % at 7.35 µM;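 active means inhibition above the campaign mean inhibition over all tested compounds plus 3 SD, cut at about 28% in these data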;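 further: 0% = plate median of test compound wells and 100% = 2 mM ZnCl2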
MEKK2mut PB1 HTS: signal of MEK5 binding to mutant human MEKK2 PB1 domain | actives 0.35% (n = 290,000) | percent response, % at 10 µM | AID 1530 | bead flow cytometry, Alexa488-MEK5 binding to MEKK2 mutant; in the data active means percent response above about 24%, passing the limit was not always enough; further: inactives centre near 1; some results filed as inactive read as strong as hits; reference of the scale not given here
DNA FID counter: counter-screen for HCV NS3 helicase inhibitors: DNA intercalator displacement. DNA fluorescent intercalator displacement, fluorescence. inhibition, % at 7.9 µM. actives 0.17% (n = 290,000); in the data active means inhibition above about 37%;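 further: 0% = vehicle and 100% = reference compound; higher means more ethidium bromide displaced from hairpin DNA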
OXTR ag: human OXTR agonism | CHO-OTR cells, Fluo-8 calcium fluorescence; normalized: DMSO 0%, oxytocin 100% | actives 0.32% (n = 320,000) | P30559 | activation, % at 3 µM;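 active means activation above the mean of all tested compounds plus 3 SD, cutoff set per screening run, cut at about 20% in these data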;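 further: peak over basal fluorescence ratio from a 100 s FLIPR kinetic read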
MEKK2wt PB1 HTS: raises or lowers MEK5 binding to wildtype human MEKK2 PB1 domain; Q9Y2U5; bead flow cytometry, Alexa488-MEK5 binding to MEKK2 WT; actives lie on both sides; binding response (% of control), % at 10 µM; actives 1.1% (n = 290,000); AID 1531; in the data active means binding response below about 67% or above about 130%
PHOSPHO1 block: blocks human PHOSPHO1 phosphatase activity; Q8TCT1; recombinant PHOSPHO1, absorbance phosphatase assay; inhibition, % at 13.3 µM; actives 1.1% (n = 290,000); in the data active means inhibition above about 60%
GPR7 antag: antagonists of human GPR7 (neuropeptides B/W receptor 1); P48145; GPR7-expressing cells, fluorescence antagonist assay; inhibition, % at 4.4 µM; actives 1.1% (n = 290,000); AID 1861; in the data active means inhibition above about 16%, passing the limit was not always enough;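 further: cells stimulated with the agonist NPW; 0% = agonist with vehicle and 100% = vehicle without agonist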
Target sequence (P48145 whole entry, looked up): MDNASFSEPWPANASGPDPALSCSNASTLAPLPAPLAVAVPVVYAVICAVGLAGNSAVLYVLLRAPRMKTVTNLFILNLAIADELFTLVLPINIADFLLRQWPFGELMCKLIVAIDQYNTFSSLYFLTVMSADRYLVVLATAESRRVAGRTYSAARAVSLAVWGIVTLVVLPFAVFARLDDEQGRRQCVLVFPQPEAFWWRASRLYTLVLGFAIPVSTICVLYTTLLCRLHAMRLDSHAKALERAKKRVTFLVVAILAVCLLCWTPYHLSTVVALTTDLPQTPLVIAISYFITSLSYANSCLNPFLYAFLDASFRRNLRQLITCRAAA
NALP1 yeast inh: NALP1 inhibition. S. cerevisiae NALP1/ASC/caspase-1 growth, X-gal OD620, 72 h. inhibition, % at 10 µM. actives 0.61% (n = 280,000); in the data active means inhibition mostly above about 24%, no sharp cut-off; inactive means mostly below about 32%; further: some compounds called inactive have numbers as strong as hits
An asterisk follows results filed as active; nt = not tested or not shown. Rows are unselected. About 6.2% of those tested had a hit in this group.

SMILES | MEKK3 PB1 HTS | PfM18AAP inh | MEKK2mut PB1 HTS | DNA FID counter | OXTR ag | MEKK2wt PB1 HTS | PHOSPHO1 block | GPR7 antag | NALP1 yeast inh
O=C(Oc1ccc(Cl)cc1)N1CCOCC1 | 98 | -11 | 1 | -4 | 17 | 106 | 34 | -4 | 18
Cc1cccc(N2C(=O)CC(Sc3nccc(C)n3)C2=O)c1 (stereo unspecified) | 103 | 0 | 4 | -1 | 0.2 | 104 | 40 | -14 | 6
COCCN1C(=O)N(c2cccc(C)c2)C(=O)C1CC(=O)Nc1cc(OC)cc(OC)c1 (stereo unspecified) | 104 | -6 | 8 | -6 | -0.1 | 104 | nt | -14 | 8
COc1ccc(-c2nc(CS(=O)(=O)CC(=O)NCCCc3ccccc3)c(C)o2)cc1 | 101 | -11 | 1 | -55 | 3.3 | 100 | 14 | 11 | 25
COc1ccc(OC)c(N(C)S(=O)(=O)c2cc3c(cc2C)NC(=O)CO3)c1 | 100 | 1 | -1 | -15 | -0.7 | 98 | 18 | 0 | 7
CCOC(=O)C1=NNC(C(=O)c2ccccc2)C1c1ccc(C)cc1 (stereo unspecified) | 104 | 4 | 0 | -28 | -2.4 | 97 | 36 | -7 | -10
COc1ccc(OC)c(/C=C/C(=O)Nc2ccc(OC)nc2)c1 | 112 | 2 | 1 | -8 | -2.2 | 109 | -7 | -13 | 32
COc1ccc(C(=O)Nc2cccc(-c3nc4ncccc4o3)c2C)cc1 | 103 | 6 | 1 | -19 | 1.3 | 98 | 12 | 1 | -2
CN1/C(=C\C(=O)C[n+]2cccc(Br)c2)C(C)(C)c2ccccc21 | 112 | 0 | -1 | 4 | -0.4 | 104 | 1 | -10 | 3
CCC(CC)NCCOC(=O)c1ccc([N+](=O)[O-])cc1 | 95 | -5 | 5 | 5 | 0.1 | 98 | 42 | -5 | 15
CCC(CC)C(=O)Nc1cccc(C(=O)Nc2nnc(C)s2)c1 | 105 | -18 | 1 | -7 | 0.1 | 105 | 21 | -14 | 4
O=C1CN(C(=O)/C=C/c2ccccc2)CCN1 | 106 | -9 | 4 | -5 | -0.5 | 110 | 42 | -11 | 26
CC(C)OCC1CC(CC(=O)Nc2ccc([N+](=O)[O-])cc2)C(=O)O1 (stereo unspecified) | 103 | -5 | -7 | 1 | 1.0 | 97 | 53 | -3 | 7
COc1ccc(N=Nc2ccc(O)c(P(=O)(c3ccccc3)c3ccccc3)c2)cc1 | 105 | -1 | -1 | -3 | 0.4 | 97 | 37 | -5 | 6
CCN1C(=O)CC(Sc2ccccc2N)C1=O (stereo unspecified) | 103 | 2 | 6 | -2 | -0.7 | 102 | -21 | -2 | 25
CC1(c2ccc([N+](=O)[O-])cc2)CC(C)(C)N(C(=O)c2ccccc2)c2ccccc21 (stereo unspecified) | 92 | -8 | -5 | -4 | nt | 89 | -16 | -8 | 14
Cc1cc(C)n(-c2ccc(C(=O)OCC(=O)Nc3ccc(Cl)c(S(=O)(=O)N(C)C)c3)cc2)n1 | 90 | 1 | -8 | -25 | 4.9 | 91 | 2 | -4 | 3
Cc1ccc(-c2cc(C(F)F)nc(S(C)(=O)=O)n2)cc1 | 99 | 15 | -3 | -3 | -2.6 | 94 | 16 | 1 | -5
COc1cccc(-c2cc(C(=O)NCC3CCCO3)c3ccccc3n2)c1 (stereo unspecified) | 111 | -8 | 3 | -15 | 0.7 | 112 | 21 | -6 | 15
O=C(CSc1nnc(-c2ccco2)o1)c1ccccc1Cl | 102 | 4 | 2 | -16 | -1.5 | 99 | 27 | -14 | -1
CCOc1ccc(OCC)c(NC(=O)C2CCN(S(=O)(=O)c3cccc4nonc34)CC2)c1 | 87 | -4 | -6 | -3 | -0.2 | 92 | 9 | -4 | 4
Fc1ccc(-c2ccnn2-c2ccccc2)cc1 | 104 | -4 | 3 | -6 | -1.6 | 106 | nt | -21 | 12
CCc1nc(Nc2ccncc2)c2oc3ccccc3c2n1 | 84 | -7 | -9 | 12 | 0.7 | 89 | -28 | 11 | 7
CC(=O)C1=C(C)Nc2ncnn2C1c1ccc(C)cc1 (stereo unspecified) | 99 | 0 | 3 | -5 | -0.4 | 98 | 18 | -2 | 5
Cc1cc(C)cc(OCC(=O)OCC(=O)NCc2cccs2)c1 | 99 | -11 | 0 | -4 | -2.0 | 100 | -9 | 9 | 16
New compounds follow
SMILES | MEKK3 PB1 HTS | PfM18AAP inh | MEKK2mut PB1 HTS | DNA FID counter | OXTR ag | MEKK2wt PB1 HTS | PHOSPHO1 block | GPR7 antag | NALP1 yeast inh
CCOC(=O)Cc1csc(NC(=O)CSc2nnc(-c3ccc(F)cc3)o2)n1 | 100 | 9 | -3 | -8 | 1.1 | 98 | -11 | -9 | 2
COc1ccccc1N1CC(C)(C)C(=O)N(C(=O)c2ccc(C)cc2)C1=S | 93 | 1 | -9 | -8 | -2.1 | 84 | 29 | 13 | 6
Cc1ccc2c(c1)c(C1=NC(=S)NC1=O)c(O)n2C | 101 | -10 | -5 | 10 | -0.6 | 97 | -2 | -3 | 6
O=C(CNS(=O)(=O)c1ccc(Br)cc1)N1CCN(c2ccc(F)cc2)CC1 | 99 | 9 | -3 | -19 | 4.0 | 95 | -13 | -10 | 0
CC(=O)Nc1ccc(Nc2nc3ccccc3n3cnnc23)cc1 | 107 | -5 | 10 | -11 | -1.4 | 106 | 7 | -12 | 8
Cc1oc(-c2ccccc2F)nc1CS(=O)(=O)CC(=O)NCCCN1CCc2ccccc2C1 | 113 | 8 | 21 | 5 | 0.3 | 149* | 8 | -9 | 15
CCC(C)(NC(=O)c1ccc(=O)[nH]c1)C(=O)NC1CCCC1 (stereo unspecified) | 95 | -12 | 5 | 1 | 0.7 | 98 | 10 | 1 | 40
CCOc1ccc(CN(C)C(=O)c2cc3ccccc3o2)cc1OC | 102 | -8 | -3 | -34 | 4.1 | 98 | 13 | -11 | 9
C=CCNc1cnn(-c2ccc(C)cc2)c(=O)c1Cl | 100 | -1 | 3 | -5 | -0.8 | 97 | 28 | -8 | 7
O=C(c1ccco1)N1CCN(C(=O)c2ccc(Cn3cc(Br)cn3)o2)CC1 | nt | 4 | nt | -16 | -0.6 | nt | 5 | 9 | 3
Cc1cccnc1CCNC(=O)CCc1nnc(-c2ccccc2)o1 | 108 | 4 | 7 | -4 | -0.3 | 109 | 41 | -10 | -7
COc1ccc(/C=N/NC(=O)CN(Cc2ccccc2)S(=O)(=O)c2ccc3c(c2)OCCO3)cc1 | 106 | 4 | 2 | -16 | -0.6 | 97 | 5 | -5 | 18
O=C1c2[nH]nc(-c3ccccc3O)c2C(c2cccc(Cl)c2)N1Cc1ccco1 (stereo unspecified) | 99 | 3 | -3 | -21 | -0.2 | 93 | -25 | -5 | -7
Cc1cccnc1NC(=O)Nc1cccs1 | 98 | 6 | -2 | -5 | -1.6 | 93 | 0 | -1 | -6
COc1cccc(/C=C2\SC(=S)N(c3cccnc3)C2=O)c1OC | 97 | -6 | -15 | -2 | 0.3 | 89 | -1 | -21 | 17
Cc1cc(C)c(NC(=O)CN2C(=O)NC(CCc3ccccc3)C2=O)c(C)c1 (stereo unspecified) | 103 | -9 | -5 | -24 | -3.1 | 103 | -4 | -6 | -6
COCCn1c(N2CCN(c3ccc(OC)cc3)CC2)nc2c1c(=O)n(C)c(=O)n2C | 97 | 3 | 2 | -38 | 0.0 | 100 | 5 | -14 | 25
CC(=O)Nc1ccc(N(CC(=O)NCC2CCCO2)C(=O)CCC(=O)Nc2cc(C)on2)cc1 (stereo unspecified) | 104 | 0 | 0 | -4 | 0.3 | 103 | 35 | 5 | 15
COc1ccc(C(=O)COC(=O)CCN=C2NS(=O)(=O)c3ccccc32)cc1OC | 102 | -3 | 4 | -16 | 0.7 | 105 | 18 | 3 | -4
CCC(=O)N1CCc2cc(S(=O)(=O)NC(Cc3ccccc3)C(=O)O)ccc21 (stereo unspecified) | 102 | -14 | 1 | -16 | -0.1 | 100 | 6 | -4 | 30
Cc1nc2cc(C(F)(F)F)ccc2n1C1CCN(C(=O)N2CCOCC2)CC1 | 95 | -2 | -2 | -14 | 0.0 | 94 | 2 | -14 | 1
O=C(OCC(=O)N1CCN(c2ccccc2)CC1)c1ccc(O)cc1O | 101 | -2 | -1 | -15 | 5.0 | 103 | 33 | 26* | 19
COc1cc(NC(=O)c2cccs2)c(OC)cc1NC(=O)CCC(=O)Nc1ccc2ncccc2c1 | 104 | -1 | 3 | -23 | nt | 104 | 28 | 9 | 5
C=CCN(c1cccc(C(F)(F)F)c1)S(=O)(=O)c1cccc(C(=O)OCC(=O)NC(N)=O)c1 | 97 | 4 | -1 | -19 | -2.0 | 94 | 2 | -7 | 16
COc1ccc(NC2CCCN(C(=O)c3cn(C)c4ccccc34)C2)cc1 (stereo unspecified) | 101 | 2 | 2 | -27 | 0.6 | 101 | 12 | 1 | 5
O=C(CSc1cn(CCNC(=O)c2ccccc2)c2ccccc12)NCc1ccco1 | 110 | -3 | 12 | -22 | -0.2 | 115 | 38 | 13 | -17
CC(=O)Oc1ccccc1C1C[C@]2(C)CC(=O)NC2N1C(C)=O (stereo partly specified) | 106 | -8 | 3 | -1 | 0.3 | 106 | 30 | -15 | 14
CCOc1ccc(C(=O)Nc2cccc(C)n2)cc1 | 102 | 2 | -5 | -27 | -1.7 | 103 | 20 | -7 | 3

Record cards (already shown). Screens in order: MEKK3 PB1 HTS, PfM18AAP inh, MEKK2mut PB1 HTS, DNA FID counter, OXTR ag, MEKK2wt PB1 HTS, PHOSPHO1 block, GPR7 antag, NALP1 yeast inh
CCOc1ccc(C(=O)Nc2cccc(C)n2)cc1 in the list: 102, 2, -5, -27, -1.7, 103, 20, -7, 3
O=C(CNS(=O)(=O)c1ccc(Br)cc1)N1CCN(c2ccc(F)cc2)CC1 in the list: 99, 9, -3, -19, 4.0, 95, -13, -10, 0
CCC(=O)N1CCc2cc(S(=O)(=O)NC(Cc3ccccc3)C(=O)O)ccc21 (stereo unspecified) in the list: 102, -14, 1, -16, -0.1, 100, 6, -4, 30
CCOC(=O)Cc1csc(NC(=O)CSc2nnc(-c3ccc(F)cc3)o2)n1 in the list: 100, 9, -3, -8, 1.1, 98, -11, -9, 2
COc1ccc(/C=N/NC(=O)CN(Cc2ccccc2)S(=O)(=O)c2ccc3c(c2)OCCO3)cc1 in the list: 106, 4, 2, -16, -0.6, 97, 5, -5, 18

Filtered by structure, the compounds so far containing a furan ring, fused or not
SMILES | MEKK3 PB1 HTS | PfM18AAP inh | MEKK2mut PB1 HTS | DNA FID counter | OXTR ag | MEKK2wt PB1 HTS | PHOSPHO1 block | GPR7 antag | NALP1 yeast inh
O=C(CSc1nnc(-c2ccco2)o1)c1ccccc1Cl | 102 | 4 | 2 | -16 | -1.5 | 99 | 27 | -14 | -1
CCc1nc(Nc2ccncc2)c2oc3ccccc3c2n1 | 84 | -7 | -9 | 12 | 0.7 | 89 | -28 | 11 | 7
CCOc1ccc(CN(C)C(=O)c2cc3ccccc3o2)cc1OC | 102 | -8 | -3 | -34 | 4.1 | 98 | 13 | -11 | 9
O=C(c1ccco1)N1CCN(C(=O)c2ccc(Cn3cc(Br)cn3)o2)CC1 | nt | 4 | nt | -16 | -0.6 | nt | 5 | 9 | 3
O=C1c2[nH]nc(-c3ccccc3O)c2C(c2cccc(Cl)c2)N1Cc1ccco1 (stereo unspecified) | 99 | 3 | -3 | -21 | -0.2 | 93 | -25 | -5 | -7
O=C(CSc1cn(CCNC(=O)c2ccccc2)c2ccccc12)NCc1ccco1 | 110 | -3 | 12 | -22 | -0.2 | 115 | 38 | 13 | -17
